Compound activity: PubChem BioAssay, several laboratories
LEDGF integ inh = blockers of LEDGF/p75-dependent integrase strand transfer – biochemical, TR-FRET, high throughput, primary screen | 370,000 compounds, 0.64% hits | inhibition, % at 3.7 µM | HIV-1 integrase (with human LEDGF/p75) | TR-FRET IN-LEDGF/p75 DNA integration, Eu/Cy5;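 active = inhibition above the screen-wide mean plus 3 SD, cut at about 13% in these data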;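 note: signal is the Cy5 over europium emission ratio at 671 and 618 nm; 0% = plate median of compound wells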
ABHD4 inh = ABHD4 inhibitors, primary screen, biochemical, fluorescence polarization, mouse | AID 720543, 2013 | inhibition, % at 8.92 µM | (Lyso)-N-acylphosphatidylethanolamine lipase (Mus musculus), Q8VD66 | 370,000 compounds, 0.54% hits | purified mABHD4, FP-Rh probe fluorescence polarization;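 active = inhibition exceeding the mean over every tested compound plus 3 SD, cut at about 30% in these data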;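 note: 0% = plate median of compound wells and 100% = S159A mutant with DMSO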
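Assay system: mouse ABHD4 enzyme, wild type / Also added: fluorescent activity-based probe FP-Rh / Doses: single nominal dose of 8.92 µM, 0.89% DMSO final / Timing: 45 min compound pre-incubation plus 60 min probe step, 25 °C / Signal: FP readout, ex 525 nm / em 598 nm / Control set: S159A mutant/DMSO as 100%, compound-well median as 0%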
MBD2 DNA inh = inhibitors of MBD2 binding to methylated DNA, primary screen, biochemical, TR-FRET, DNA-binding domain, human; Methyl-CpG-binding domain protein 2 (Homo sapiens), Q9UBB5; MBD2 binding to methylated oligonucleotide; inhibition, % at 4.4 µM; 370,000 compounds, 0.31% hits; in the data active = inhibition above about 13%
SIAE inh = human SIAE inhibitors, primary screen, biochemical, fluorescence polarization, FP-Rh probe, 1536-well HTS; Sialate O-acetylesterase (Homo sapiens), Q9HAT2; SIAE FP-Rh probe binding; inhibition, % at 9.66 µM; 370,000 compounds, 0.69% hits;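 active = inhibition above a cutoff: mean of compounds within the control limits plus 3 SD of those, cut at about 17% in these data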;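 note: 0% = plate median of compound wells and 100% = probe without SIAE protein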
rCAG RNA binder = binders of r(CAG) RNA repeats, primary screen, biochemical, fluorescence; r(CAG) RNA repeat, TO-PRO-1 dye displacement fluorescence; 370,000 compounds, 1.3% hits; inhibition, % at 3 µM;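 active = inhibition above the plate cutoff, the mean of all test compounds on that plate plus 3 SD, cut at about 35% in these data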;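 note: 0% = DMSO alone and 100% = 100 µM mitoxantrone as full dye displacement; higher means more dye released from RNA so lower well fluorescence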
TDP2 absorb = human TDP2 enzyme inhibitors, primary screen, biochemical, epi absorbance, recombinant enzyme | Tyrosyl-DNA phosphodiesterase 2 (Homo sapiens), O95551 | T5PNP hydrolysis, p-nitrophenol absorbance 415 nm | inhibition, % at 12.8 µM | 370,000 compounds, 0.34% hits | AID 720702, 2013;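 active = inhibition above the mean of all tested compounds plus 3 SD, set per campaign, cut at about 25% in these data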;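 note: 0% = DMSO with enzyme and 100% = buffer with substrate but no TDP2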
Target sequence (O95551 whole entry, looked up): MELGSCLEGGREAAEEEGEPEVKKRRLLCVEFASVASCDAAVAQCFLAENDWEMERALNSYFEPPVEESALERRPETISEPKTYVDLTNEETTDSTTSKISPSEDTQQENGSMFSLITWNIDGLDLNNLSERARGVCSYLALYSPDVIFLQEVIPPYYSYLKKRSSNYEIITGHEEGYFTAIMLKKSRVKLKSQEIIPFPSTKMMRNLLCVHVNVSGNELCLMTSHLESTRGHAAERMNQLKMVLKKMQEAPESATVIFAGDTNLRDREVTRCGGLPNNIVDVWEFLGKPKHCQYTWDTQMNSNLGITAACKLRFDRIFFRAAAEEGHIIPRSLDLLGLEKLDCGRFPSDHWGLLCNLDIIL
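Material: recombinant human TDP2; quantity: TDP2 enzyme at 120 nM final; medium: Tris-HCl pH 7.5 with MgCl2; compound: single concentration, 12.8 µM nominal, with 1% DMSO; incubation: 2 h enzyme incubation at 37 °C; signal: epi absorbance; measure: percent inhibition; benchmarks: high control without enzyme, low control DMSO plus TDP2; repeats: singlicate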
NPR2 activator = human GC-B receptor activators, primary screen, HEK293 GC-B cells, cGMP TR-FRET, EC30 CNP | Atrial natriuretic peptide receptor 2 (Homo sapiens), P20594 | 0% at EC30 CNP, 100% saturating CNP | activation, % at 10 µM | 370,000 compounds, 0.11% hits | AID 1920062, 2024;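 active = activation at 10 µM reaching about 35% in either raw or pattern-adjusted values, limit read from the data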
TCR CD3 inh = inhibitors of human TCR-CD3 interaction, primary screen, biochemical, fluorescence, TAMRA-labeled TCR probe; T-cell receptor (TCR); inhibition, % at 9.4 µM; 360,000 compounds, 0.37% hits; in the data active = inhibition above about 19%;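 note: recombinant mutant TCR 2C K166C tagged with TAMRA read by polarization; 0% = receptor in buffer alone and 100% = receptor with positive control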
HTRA1 inhibitor = HTRA1 serine protease inhibitors, primary screen, biochemical, fluorescence polarization, HTS; Q92743; recombinant HTRA1, FP-rhodamine activity-based probe; inhibition, % at 5.96 µM; 340,000 compounds, 0.5% hits; AID 504803, 2011; in the data active = inhibition above about 36%;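 note: 0% = enzyme with DMSO and 100% = wells lacking enzyme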
Target sequence (Q92743 whole entry, looked up): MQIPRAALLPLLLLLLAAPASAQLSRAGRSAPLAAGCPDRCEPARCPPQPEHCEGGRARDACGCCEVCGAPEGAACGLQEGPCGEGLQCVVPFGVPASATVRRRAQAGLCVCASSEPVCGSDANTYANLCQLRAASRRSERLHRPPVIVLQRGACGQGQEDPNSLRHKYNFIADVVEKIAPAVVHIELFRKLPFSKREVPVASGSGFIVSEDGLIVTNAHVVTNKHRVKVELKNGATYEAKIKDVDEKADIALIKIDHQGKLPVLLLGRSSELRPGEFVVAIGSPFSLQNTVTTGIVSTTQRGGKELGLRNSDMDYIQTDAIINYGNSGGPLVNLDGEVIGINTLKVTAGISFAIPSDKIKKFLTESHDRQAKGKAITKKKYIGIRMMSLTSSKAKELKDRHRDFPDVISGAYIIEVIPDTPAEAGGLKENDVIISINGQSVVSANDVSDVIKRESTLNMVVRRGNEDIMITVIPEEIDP
PRMT1 inh = PRMT1 methyltransferase inhibitors, primary screen, biochemical, fluorescence polarization; recombinant PRMT1, activity-based probe fluorescence polarization; Protein arginine N-methyltransferase 1 (Homo sapiens), Q99873; inhibition, % at 2.79 µM; 370,000 compounds, 1.3% hits;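 active = inhibition above about 21% made by adding two undisclosed values, limit read from the data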
* marks the source's active call; other numbers are inactive results; · = not tested or not shown. Only part of the results is shown; rates above refer to the full screens.

canonical_smiles	LEDGF integ inh	ABHD4 inh	MBD2 DNA inh	SIAE inh	rCAG RNA binder	TDP2 absorb	NPR2 activator	TCR CD3 inh	HTRA1 inhibitor	PRMT1 inh
CCOc1ccccc1N1CC(C(=O)Nc2ccc3c(c2)OCCO3)CC1=O (stereo not given)	8	-3	0	1	-2	-7	-3	5	6	-3
COC(CN(C)C(=O)c1cn(C)c2ccc(S(=O)(=O)N(C)C3CCCCC3)cc2c1=O)OC	0	-2	3	0	-7	13	8	12	4	-3
COCCNC(=O)c1ccc2c(c1)NC(=O)CS2	-3	-4	1	0	-1	-2	2	2	2	-2
CCOc1ccc(C(Nc2cccnc2)c2cc(Cl)c3cccnc3c2O)cc1 (stereo not given)	-1	0	-6	0	3	-11	3	0	43*	12
COC(=O)c1ccc(Cn2ccc3ccc(-c4ccc5ccn(C(=O)c6ccccc6C)c5c4)cc32)cc1	-2	-4	-3	3	7	8	1	·	·	-3
COc1ccc(/C=C2\SC(=O)N(CCNC(=O)CCS(=O)(=O)c3ccc(C)cc3)C2=O)cc1	-2	1	4	-1	6	-1	-3	-2	-3	6
COc1cc(NCCCNC(C)C)c2nccc(C)c2c1	12	17	-9	6	7	28*	4	9	18	5
O=C(c1ccncc1)N1CCN(C(=O)c2ccco2)CC1	-2	5	-7	-1	3	8	2	5	6	2
CCOC(=O)c1c2c3c(c(Cl)ccc3[nH]c1=O)C(=O)c1ccccc1-2	1	11	0	6	15	-9	3	10	·	2
Cc1ccccc1-c1cc2nc(NCc3ccccc3F)n(C)c(=O)c2s1	2	1	-4	-37	4	4	-4	-9	·	-3
CC(=O)c1cccc(NC(=O)COC(=O)c2ccc3c(c2)OCCO3)c1	1	0	9	0	1	19	2	0	-4	-1
c1ccc(OCCCc2nc(-c3ccccn3)no2)cc1	0	-12	-3	5	3	-5	-3	0	4	6
COc1cc(/C=N/NC(=O)CNC(=O)c2ccncc2)ccc1OC(C)=O	-1	1	0	15	-5	-7	3	-3	2	2
O=C(CN1C(=O)C2C3CC(C(Br)C3Br)C2C1=O)N1CCN(Cc2ccccc2)CC1 (stereo not given)	-1	3	4	-5	-2	-3	-1	-2	7	2
Cc1nonc1NC(=O)CSc1ccc(-c2ccccc2)nn1	1	6	2	0	-1	-4	2	-2	0	2
CCCNC(=O)C1(CC2CC(c3ccccc3)=NO2)CCN(C(=O)OC(C)(C)C)CC1 (stereo not given)	1	-2	-3	8	-2	-20	4	-9	2	-3
O=CNc1ccccc1Oc1ccccc1	-3	-6	1	-9	5	-4	-6	8	1	2
O=[N+]([O-])c1ccc(CSc2ccc(S(=O)(=O)N3CCOCC3)cn2)cc1	-1	5	-3	0	5	0	-5	4	-4	3
COc1cc(NC(=S)N2CCCCC2C)c(OC)cc1Cl (stereo not given)	7	2	0	4	-2	-2	0	4	1	1
N#Cc1c(N)nc(SCC(=O)C23CC4CC(CC(C4)C2)C3)c(C#N)c1-c1ccc(Cl)cc1	-1	3	0	6	5	-6	-10	2	-7	-2
COCCNC(=O)C1(C)CCN(C(=O)c2ccc(OC)c(F)c2)C1 (stereo not given)	1	-5	2	-5	3	-9	-1	-5	·	-2
CC(=O)NNC(=S)NC(=O)c1ccc(C)cc1	-4	5	-2	11	-1	7	3	23*	5	-3
COC(=O)[C@]12C[C@H](CC(=O)NCC34CC5CC(CC(C5)C3)C4)C(=O)N(CCC3=CCCCC3)C1=C[C@H](C(C)C)O[C@@H]2C1CC1	7	4	1	-4	9	-4	2	·	·	-3
Cc1cc(C)c2c(=O)[nH]c(SCc3ccccc3)nc2n1	0	-2	-5	5	0	4	4	7	5	-1
COc1ccc(CCN(C)C(=O)c2cc(S(=O)(=O)N3CCCCC3)ccc2Cl)cc1OC	2	2	0	-8	-5	1	-6	-2	1	2
CC(=O)N1CCSc2ccc(S(=O)(=O)Nc3cccc(C)c3)cc21	4	-13	4	-9	5	-19	2	11	-1	1
Cn1nnnc1SCC(=O)Nc1nc(-c2ccc(F)c(F)c2)cs1	1	-12	1	-5	3	-2	0	8	-7	-2
COC(=O)CCC(=O)c1oc2ccccc2c1N	-2	7	-3	-1	-1	-4	0	2	3	-2
O=C(O)CSc1ccc(Oc2ccc(SCC(=O)O)cc2)cc1	2	8	-4	4	3	-5	7	2	-1	-1
COc1ccc(OC)c(NC(=O)CCC(=O)N(Cc2ccc(OC)c(OC)c2)c2nccs2)c1	-2	3	0	5	1	6	-2	1	-1	2
C=CCn1c(SCC(=O)Nc2ccc(N3CCOCC3)cc2)nc2ccccc2c1=O	-4	0	-1	3	-4	1	-4	3	6	-1
C[C@H](CO)N1C[C@H](C)[C@H](CN(C)C(=O)Nc2cccc(F)c2)Oc2cc(C#CC3(O)CCCC3)ccc2S1(=O)=O	-2	0	-3	4	6	-7	2	-8	-5	2
CN(C)c1ccc(NC(=O)c2ccncc2)c2ccccc12	3	3	-5	7	0	3	-7	6	6	-1
O=C(CSc1nc(O)c(C2CCCCC2)c(=O)[nH]1)Nc1ccccc1Cl	-2	6	0	0	3	3	-1	1	4	5
CC(C)(C)C(=O)Nc1cc(NC(=O)C(C)(C)C)cc(C(=O)NNC(=O)c2ccncc2)c1	-1	6	-4	2	4	2	1	-3	-2	3
O=C(NC(c1ccc(Cl)cc1)c1cnccn1)C1CCN(Cc2ccccc2)CC1 (stereo not given)	-1	7	-2	-2	0	4	1	1	·	1
Cc1nnc(-n2cnc3ccccc32)c2ccccc12	3	-2	11	2	1	-2	-1	8	2	0
COc1cccc(C(=O)n2ccc(-c3cccs3)n2)c1	6	-7	-3	-1	-1	7	3	5	8	-3
Cc1ccccc1CC(=O)Nc1ccc2c(c1)c(=O)n(C)n2-c1ccccc1F	-2	0	3	6	4	-10	7	5	·	-2
CCOC(=O)C(=O)Nc1ccc(S(=O)(=O)Nc2nccc(C)n2)cc1	0	0	-3	2	4	5	-5	-2	1	6
Cc1ccc(N2CCN(S(=O)(=O)N(C)C)CC2)cc1C	1	-3	-2	-3	-5	9	4	0	-1	0
COC(=O)c1ccc(CSc2nc3ccccc3c(=O)n2-c2cccc(OC)c2)o1	-1	-8	1	-6	0	-5	8	3	-17	-1
CCC1CCCCN1C(=S)Nc1ccc(C(C)=O)cc1 (stereo not given)	4	-1	1	5	0	4	-2	4	-6	-4
CCOC(=O)C1CCN(Cc2ccc(OC)c(C)c2OC)CC1	3	13	0	-1	-5	9	-7	4	-2	-3
CC(CCc1ccccc1)NCc1ccc(Cl)cc1Cl (stereo not given)	-1	0	7	-1	-4	-12	-5	11	-4	5
O=C(CN1CCN(S(=O)(=O)c2ccc3ccccc3c2)CC1)Nc1ccc2c(c1)CCC2	-5	-13	-2	-4	5	1	1	-9	-37	2
CCOc1ccc(CCNC(=O)COC(=O)c2nc3nc(C)cc(C)n3n2)cc1OCC	-1	-5	1	3	-5	1	6	7	-3	-6
COc1ccc(C(=O)C(O)C(c2ccc(C)cc2)N2CCOCC2)cc1OC (stereo not given)	0	-1	-2	2	-6	-1	-3	-5	2	1
COc1cc(/C=C/C(=O)OCC(=O)NC2CCCCCCC2)ccc1O	-4	0	3	5	11	-5	-2	7	-7	2
Clc1ccc(CNc2ccc(CNc3ncn[nH]3)cc2)cc1	5	-2	-3	4	4	3	2	6	6	-2
CCOc1ccc2[nH]c3ncccc3c(=O)c2c1	0	-2	-8	6	1	13	3	4	14	4
NC(N)=N/N=C/c1ccc(OCc2ccccc2)cc1	3	8	1	2	20	-8	·	-4	6	-2
COc1cccc(NC(=O)c2cn(C)c(=O)c3cc(OC)c(OC)cc23)c1	-6	4	3	-9	1	-2	9	0	-8	1
c1ccc(Cn2c(SC3CCCCC3)nnc2-c2cccnc2)cc1	-2	8	0	-4	-2	4	-10	·	·	2
COc1ccccc1N1CCN(C(=O)c2ccc3c(c2)nc(C)n3-c2cc(OC)c(OC)c(OC)c2)CC1	1	-4	7	8	1	-2	22	·	·	7
Cc1c(C)c2ccc(OCC(=O)NCCN3CCOCC3)cc2oc1=O	-4	7	-4	3	-6	-9	-2	4	7	1
CC(C)(C)c1n[nH]c2c1CCCC2	4	6	7	-4	-5	5	-4	4	4	-2
CSc1ccc(Cl)c(C(=O)N(C)CC(=O)Nc2ccc(N3CCOCC3)cc2)c1	1	5	8	-1	-3	14	2	-2	3	4
COCCN(C(=O)COC(=O)/C=C/c1nc2ccccc2s1)c1c(N)n(Cc2ccccc2)c(=O)[nH]c1=O	2	0	-5	-8	-1	-2	-2	-8	1	1
O=C(CN(C1CCCCC1)S(=O)(=O)c1ccc(Cl)cc1)NCc1cccnc1	0	1	-1	4	-7	8	-7	0	1	-1

(next part)
canonical_smiles	LEDGF integ inh	ABHD4 inh	MBD2 DNA inh	SIAE inh	rCAG RNA binder	TDP2 absorb	NPR2 activator	TCR CD3 inh	HTRA1 inhibitor	PRMT1 inh
CCc1c(C)sc(NC(=O)c2cc(-c3cc(OC)ccc3OC)on2)c1C#N	2	1	8	-7	7	10	0	-9	-1	3
COc1cc(C2C(C#N)=C(N)Oc3cc(N)ccc32)cc(OC)c1OC (stereo not given)	7	18	-1	-5	3	1	1	2	4	6
O=C(Nc1cccc(S(=O)(=O)N2CCCC2)c1)c1cc(S(=O)(=O)N2CCOCC2)ccc1F	-2	0	1	-1	7	1	4	3	-2	-3
COC(=O)[C@H](CCSC)NC(=O)Nc1ccc(S(N)(=O)=O)cc1	-5	2	-2	1	-2	-9	1	-8	4	7
CC(=O)c1ccc(NC(=O)/C(=C\c2ccc(F)cc2)NC(=O)c2ccco2)cc1	-2	2	12	4	2	-1	6	-2	-4	-2
Cc1ccc(C(=O)NCCCNC(=O)COc2ccc(Cl)c(C)c2)cn1	2	5	6	6	-6	-4	-2	0	-3	4
COc1ccc(-c2csc(C(O)c3ccc(F)c(F)c3)n2)cn1 (stereo not given)	-1	-1	-1	-4	0	3	-4	5	·	-3
Oc1ccc(-c2nnc(SCC3CCCCC3)o2)cc1	-6	-30	0	-9	-2	-7	-10	10	-31	0
